Bioassay records from PubChem BioAssay.
HP1b chromo inh = HTS for Inhibitors of HP1-beta Chromodomain Interactions with Methylated Histone Tails; hit rate 0.56% among 390,000; Chromobox protein homolog 1 (Homo sapiens), P83916; AID 540317, 2011; AlphaScreen HP1-beta / biotin-H3K9me3 peptide binding; Potency, µM (titrated, usually from 114 µM), for the others: top-dose activity change, negative = inhibition, actives largely listed as inhibitors; also: nearly all actives have a fitted effect of over 70% in size; inactives centre near 23
Target sequence (P83916 whole entry, looked up): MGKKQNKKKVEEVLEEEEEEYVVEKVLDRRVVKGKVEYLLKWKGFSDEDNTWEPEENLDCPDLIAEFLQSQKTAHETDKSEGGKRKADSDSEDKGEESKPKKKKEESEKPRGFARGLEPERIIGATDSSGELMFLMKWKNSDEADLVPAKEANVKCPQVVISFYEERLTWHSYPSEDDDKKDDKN
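AlphaScreen: HP1-beta (50 nM) preformed 30 min with biotin-H3(1-18)K9me3 peptide (50 nM) in PBS pH 7.4, 0.01% Tween-20. Compound added for 30 min at RT, then streptavidin donor/nickel chelate acceptor beads (10 ug/mL) for 30 min.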
Tb PGK inh = qHTS Assay to Find Inhibitors of Phosphoglycerate Kinase; PGK/GAPDH coupled, Kinase-Glo luminescence, 60 min; hit rate 0.043% among 380,000; Potency, µM (titrated, usually from 57.5 µM), for inactives: at the highest dose activity change, negative = inhibition, hits mostly inhibitors; also: % is scaled to controls: 0 for no effect and ±100 for the full control effect; nearly all actives have a fitted effect of over 60% in size
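Recombinant glycosomal PGK reaction used 1,3-bisphosphoglycerate generated in-well by GAPDH (100nM final) in 100mM TEA pH 7.6, 5mM MgCl2, 0.01% Tween-20. After 60 minutes at room temperature, ATP was read by Kinase-Glo Plus luminescence end-point.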
Pin1 inhibitor = qHTS Assay to Find Inhibitors of Pin1; Peptidyl-prolyl cis-trans isomerase NIMA-interacting 1 (Homo sapiens), Q13526; Pin1 FP peptide displacement, HiFluor488, 10 min; Potency, µM (doses to about 115 µM), for the others: at the top dose activity, negative = inhibition, hits mostly inhibitors; hit rate 0.009% among 390,000; AID 504891, 2011; active = well fitted inhibition curve with a large enough effect in the polarisation, with a control signal flat, not every such curve was filed as active; inconclusive = small, poorly fitted or top-dose-only effect, or effect the other way, or a change in a side signal; inactive = no such curve, though single readings can be large or run the other way; the % refers to the polarisation; also: % is scaled to controls: 0 for no effect and ±100 for the full control effect
Target sequence (Q13526 whole entry, looked up): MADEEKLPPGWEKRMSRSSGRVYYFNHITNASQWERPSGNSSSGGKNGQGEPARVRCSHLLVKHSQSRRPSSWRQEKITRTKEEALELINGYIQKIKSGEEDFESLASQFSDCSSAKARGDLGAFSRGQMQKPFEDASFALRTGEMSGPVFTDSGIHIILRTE
RGS4 inh = Inhibitors of Regulator of G Protein Signaling (RGS) 4: qHTS. Regulator of G-protein signaling 4 (Homo sapiens), P49798. Transcreener GDP fluorescence polarization, RGS4-accelerated GTP hydrolysis. Potency, µM (highest dose often 114 µM), for inactives: top-dose activity change, negative = inhibition, actives largely listed as inhibitors. hit rate 0.039% among 390,000; also: % is scaled to controls: 0 for no effect and ±100 for the full control effect; nearly all actives have a fitted effect of over 75% in size; some results filed as inactive show a strong effect at the top dose
Target sequence (P49798 whole entry, looked up): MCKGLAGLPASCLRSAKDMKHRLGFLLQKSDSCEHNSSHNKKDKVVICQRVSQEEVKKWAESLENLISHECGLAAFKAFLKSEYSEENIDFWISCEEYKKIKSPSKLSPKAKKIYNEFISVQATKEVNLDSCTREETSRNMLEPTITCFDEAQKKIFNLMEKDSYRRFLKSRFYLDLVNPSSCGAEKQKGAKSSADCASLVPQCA
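MLSMR compounds (23 nl, pin-transferred) preincubated 10 min at room temperature with a 500nM (2x) first reagent, then RGS4 at 900nM (2x) plus Transcreener GDP mix added; fluorescence polarization (620/688 nm) read before and after 90 min at 30 °C.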
JMJD2A Tudor inh = qHTS Assay for Inhibitors of JMJD2A-Tudor Domain; Lysine-specific demethylase 4A (Homo sapiens), O75164; AlphaScreen JMJD2A-Tudor / H3K4me3 peptide binding; Potency, µM (doses to about 114 µM), for inactives: at the highest dose activity change, negative = inhibition, most hits filed as inhibitors; hit rate 4.4% among 390,000; also: % is scaled to controls: 0 for no effect and ±100 for the full control effect; nearly all actives have a fitted effect of over 50% in size
GLS inh = qHTS for Inhibitors of Glutaminase (GLS). GLS enzymatic activity, qHTS titration. Potency, µM (titrated, usually from 45.5 µM), without a hit: top-dose activity change, negative = inhibition, hits mostly inhibitors. hit rate 0.21% among 410,000. AID 624170, 2012; also: % is scaled to controls: 0 for no effect and ±100 for the full control effect
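Assay buffer: 45 mM KH2PO4 pH 8.2, 0.02% Tween-20. hKGA acts on L-glutamine (1 mM solution added); product glutamate is reported by an oxidase/peroxidase Amplex Red coupling, with fluorescence taken at baseline and 30 min.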
ERG-DNA inh = qHTS for Small Molecule Inhibitors of the ERG Ets/DNA interaction | Transcriptional regulator ERG (Homo sapiens), P11308 | hit rate 0.028% among 370,000 | Potency, µM (series often up to 76.9 µM), inactives show top-dose FP activity, negative = inhibition, actives largely listed as inhibitors | fluorescence polarization, His-ERG Ets domain / labelled DNA; active = well fitted inhibition curve with a large enough effect in the polarisation, with a control signal flat; inconclusive = small, poorly fitted or top-dose-only effect, or effect the other way, or a change in a side signal; inactive = no such curve, though single readings can be large or run the other way; the % refers to the polarisation;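 also: polarization taken with two DNA probes labelled with fluorescein and Texas red; % of control where 0% means no effect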
Target sequence (P11308 whole entry, looked up, the tested form may be a part): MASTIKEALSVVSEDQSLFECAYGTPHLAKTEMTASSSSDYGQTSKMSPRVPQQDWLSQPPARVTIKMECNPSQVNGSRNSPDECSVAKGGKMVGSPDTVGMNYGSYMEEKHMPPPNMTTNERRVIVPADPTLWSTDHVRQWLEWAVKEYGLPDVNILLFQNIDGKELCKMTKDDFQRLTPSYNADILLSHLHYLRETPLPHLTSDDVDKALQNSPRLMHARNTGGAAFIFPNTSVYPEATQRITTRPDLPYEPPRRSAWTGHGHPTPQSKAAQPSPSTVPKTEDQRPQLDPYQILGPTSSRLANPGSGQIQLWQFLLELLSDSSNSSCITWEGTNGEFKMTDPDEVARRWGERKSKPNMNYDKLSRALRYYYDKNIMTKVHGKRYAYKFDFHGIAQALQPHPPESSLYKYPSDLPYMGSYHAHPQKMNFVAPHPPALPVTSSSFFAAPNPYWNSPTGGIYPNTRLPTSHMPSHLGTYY
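His-tagged ERG Ets domain (1 uM in the protein solution; 300mM KCl, 50mM Tris-HCl, 1mM EDTA, 1mM DTT, pH 7.5) received compound, then a probe mix of 5 nM fluorescein-DNA and 100nM Texas-615-DNA. Fluorescence polarization was read for both dyes.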
ALOX12 inh = Primary qHTS assay for inhibitors of human arachidonate 12S-lipoxygenase (ALOX12): Round 2; AID 1671190, 2021; Polyunsaturated fatty acid lipoxygenase ALOX12 (Homo sapiens), P18054; Potency, µM (top dose mostly 108 µM), for the others: at the top dose activity change, negative = inhibition, usual class: inhibitors; purified 12hLO, xylenol orange hydroperoxide absorbance; hit rate 1.1% among 580,000; also: % is scaled to controls: 0 for no effect and ±100 for the full control effect
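Hydroperoxide product was detected by ferrous iron/xylenol orange as the 573 to 405 nm absorbance ratio. Arachidonic acid at 40 uM (final) was turned over for 30 min at room temperature by 150 nM human 12hLO, pH 7.0 Hepes buffer, after 15 min compound preincubation.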
rTrxR1 inhibitor = qHTS Assay for Inhibitors of Mammalian Selenoprotein Thioredoxin Reductase 1 (TrxR1): qHTS. hit rate 1% among 390,000. recombinant rTrxR1, NADPH fluorescence consumption, selenite substrate. Potency, µM (series often up to 114 µM), for inactives: at the top dose activity change, negative = inhibition, most hits filed as inhibitors. Thioredoxin reductase 1, cytoplasmic (Rattus norvegicus), O89049. AID 588453, 2011; also: % is scaled to controls: 0 for no effect and ±100 for the full control effect; nearly all actives have a fitted effect of over 65% in size
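Rat TrxR1 (90 nM in the dispensed reagent) was pre-reduced with 400 uM NADPH for 5 min at room temperature, then incubated with compound for 15 min. After 400 uM selenite was added, NADPH fluorescence (Ex 340/Em 450 nm) was followed for 8 min.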
An asterisk follows results filed as active; i = inactive; ? = inconclusive; nt = not tested or not shown; & = joins results of further samples; [ ] = remark or other dose. Unless noted, calls follow the shape of the dose curve; as a rule, active = well fitted curve in the direction sought with a large enough effect; inconclusive = small, poorly fitted or top-dose-only effect, or another doubt; inactive = no such curve, though single readings can be large; an effect the other way counts as inactive or inconclusive. Potency is read from the fitted curve at half-maximal effect. The list is partial; rates above refer to the full screens.

entry	HP1b chromo inh	Tb PGK inh	Pin1 inhibitor	RGS4 inh	JMJD2A Tudor inh	GLS inh	ERG-DNA inh	mol	ALOX12 inh	rTrxR1 inhibitor
1	27%	-27%	2%	-4%	-13%	-4%	14%	O=C(NCc1ccc2c(c1)OCO2)c1ccc(CSCc2cccc(Cl)c2)o1	?	-5%
2	14%	3%	-5%	-6%	-19%	-6%	5%	Cc1ccc(-n2c(NN)nc3ccccc3c2=O)c(C)c1	-6%	-15%
3	25%	-8%	-10%	-23%	-3%	-8%	5%	OCCNCc1cccc(Br)c1	0%	24%[57.1 µM]
4	-22%	11%	6%	-19%	-25%	4%	4%	CCOc1ccc2nc(Cl)c(C3CC(c4ccco4)=NN3S(C)(=O)=O)cc2c1 (stereo unspecified)	?	?
5	53%[activator]	0%	?	22%[56.9 µM]	-20%[57.1 µM]	3%	-8%	C/C(CC(=O)Nc1cccc(Cl)c1)=N\NC(=O)Cc1ccc(Cl)cc1	-8%	?
6	27%	-8%	12%	5%	-17%	15%	-5%	CC1=C(C(=O)Nc2ccccc2)C(c2ccccn2)n2nc(SCc3ccccc3)nc2N1 (stereo unspecified)	-28%	16%
7	38%[activator]	i	4%	8%	-2%	-6%	-6%	CCOCCCNC(=O)C1c2ccccc2Oc2ccccc21	-7%	9%[57.1 µM]
8	30%	-7%	1%	-15%	-3%	-11%	-7%	COc1ccccc1N1CCN(C(=O)c2sc3ncn(CC(=O)N4CCC(C)CC4)c(=O)c3c2C)CC1	-8%	13%
9	38%[activator]	1%	2%	-1%	-18%	15%	0%	COCc1cc(=O)[nH]c(N2CCN(c3ccccc3OC)CC2)n1	51%	12%
10	34%	9%	?	13%	-13%	3%	0%	CSc1ncccc1C(=O)OCC(=O)Nc1ccc2c(c1)CCC2	7%	9%
11	24%	-8%	12%	10%	-33%	-5%	-6%	COc1ccc(CCNC(=O)CCc2cn(Cc3ccccc3Cl)c3ccccc23)c(OC)c1	-13%	25%
12	35%	i	6%	-24%	-20%	6%	0%	Cc1ccc(S(=O)(=O)c2cnc(SC(C)C(=O)Nc3ccccc3)[nH]c2=O)cc1 (stereo unspecified)	?	21%
13	28%&33%	4%&-9%	2%&-6%	-10%&6%	-8%&-9%	8%&-17%	-5%&-8%	COC(=O)c1nnn(CC(=O)NC(=O)Nc2ccccc2F)c1C(=O)OC	-8%&-11%	11%&6%
14	39%[activator]	-2%	-23%	-3%	-9%	-9%	?	Oc1cncc(Cc2ccccc2)c1	-2%	13%[57.1 µM]
15	15%	-9%	1%	-12%	-19%	5%	4%	O=C(NCc1cccnc1)c1sc2cc(Cl)ccc2c1Cl	-26%	6%[57.1 µM]
16	23%	-2%	28%	-17%	-5%	1%	3%	Cc1ccc(S(=O)(=O)c2nnn3c2nc(NC2CCCCCC2)c2sccc23)cc1C	-19%	17%
17	59%[activator]	-6%	-5%	-4%	-18%	4%	2%	CCOC(=O)C1=CN(Cc2cccc(F)c2)S(=O)(=O)NC1c1ccc(Br)cc1F (stereo unspecified)	?	11%
18	20%	-9%	7%	-4%	100µM*	2%	5%	CCN(C(=O)Cc1nc(N)n[nH]1)C1(C(=O)Nc2ccccc2)CCCCC1	36%&18%[activator]	12%[57.1 µM]
19	10%	i	-9%	0%	-14%	2%	1%	CC(C)c1ccc(/C=N/NC(=O)c2ccc(-n3cnnn3)cc2)cc1	-1%	18%
20	12%	-4%	-2%	-3%	-16%	2%	1%	Cc1cc(C(=O)N2CCN(c3ncccn3)CC2)c(C)o1	5%	-6%
21	62%[activator]	-3%	-10%	-50%	-7%	22%	10%	COc1ccccc1N1CC(C(=O)Nc2ccccc2N2CCCC2)CC1=O (stereo unspecified)	-9%	-2%[57.1 µM]
22	20%	6%	?	?	-22%	-19%	-1%	O=C1CCC[C@@H]2Cc3nc4ccc(O)cc4cc3[C@@H]3CCN1[C@H]23	-11%	?
23	9%	i	1%	-3%	-4%	0%	4%	O=C(O)COCC(=O)N1CCN(C(c2ccccc2)c2ccccc2)CC1	17%	9%[57.1 µM]
24	3%	-7%	-4%	2%	-11%	8%	2%	COc1cc(/C=C/c2nc(C#N)c(NC(C)c3ccccc3)o2)cc(OC)c1OC (stereo unspecified)	-17%	38%[activator]
25	16%	-1%	2%	5%	?	-1%	0%	O=C(O)c1ccc2c(c1)ncn2C1CCCCCC1	-9%	4%
26	18%	i	6%	-18%	-13%[57.1 µM]	-4%	-5%	Cc1ccc(NS(=O)(=O)c2cccc(C(=O)N/N=C/c3ccc4c(c3)OCCO4)c2)c(C)c1	1%	35%[activator]
27	16%	-4%	-1%	-15%	-3%	2%	nt	O=C(Nc1cccnc1)c1cn(-c2ccccc2)nc1-c1cccs1	17%	21%
28	-13%	-9%	-1%	-18%	-18%	2%	-3%	COc1ccc(C(C)(C)C)cc1NC(=S)NCCN1CCOCC1	?	-13%
29	9%	-2%	9%	-19%	?	23%	-14%	O=C(NNS(=O)(=O)c1ccccc1)c1ccc(S(=O)(=O)N2CCCCC2)cc1	?	14%
30	29%	-2%	29%	13%	-9%	4%	82%[activator]	O=C(c1cc2ccccc2oc1=O)N1CCCCCCC1	13%	-9%[57.1 µM]
31	11%	i	13%	7%	-19%	0%	-2%	COc1ccc(C2CC(=O)c3cnn(-c4nc(C)cc(C)n4)c3C2)cc1OC (stereo unspecified)	29%	15%[57.1 µM]
32	42%[activator]	i	-1%	3%	-3%	-3%	-9%	Cc1ccc2c(c1)N(C(=O)CCC(=O)O)CCO2	25%	6%
33	35%	i	-4%	17%	0%	9%	0%	CC(C)CCN1CCN(Cc2cnc(-c3ccccc3)s2)CC1CCO (stereo unspecified)	43%[activator]	23%
34	40%[activator]	-1%	0%	-31%	-7%	-8%	7%	C=CCn1c(SCCNC(C)=O)nc2cc(-c3ccccc3)sc2c1=O	2%	33%[0.0914 µM]
35	50%&37%[activator]	4%	-8%&-5%	-20%&1%	-5%&5%	-12%&-2%	1%&9%	CCOC(=O)C1=C(C)NC(C)=C(C(=O)OCC)C1C(=O)OCC(=O)NC(C)C	-5%&3%	5%&-5%[57.1 µM]
36	6%	11%	8%	-1%	-15%	9%	0%	O=C(CN1C(=O)NC2(CCCc3ccccc32)C1=O)c1ccc(Br)cc1 (stereo unspecified)	?	3%
37	53%[activator]	-1%	0%	3%	8%	-22%	14%	COC(=O)Cc1ccc(NC(=S)N2CCCC(C)C2)cc1 (stereo unspecified)	3%	29%
38	36%	nt	-8%	-23%	-25%	-22%	-1%	CCOc1ccc(CN(CCC#N)C(=S)NC(=O)c2ccccc2)cc1	-29%	-1%
39	14%	6%	-4%	4%	-11%	18%	2%	COc1cccc(CN(C)C(=O)CC2C(=O)NCCN2C2Cc3ccccc3C2)c1 (stereo unspecified)	460%[activator]	?
40	458%[activator]	i	42%[activator]	-21%	125%[activator]	1%	-2%	COc1ccccc1[C@H]1C(c2cccc(Cl)c2)=NN(c2ccccc2)[C@@H]1CO	nt	?
41	20%	0%	2%	4%	-7%	-13%	-2%	Cc1c(C(=O)Nc2cccc(S(=O)(=O)N3CCOCC3)c2)oc2ccc(Br)cc12	?	18%[57.1 µM]
42	-25%	-2%	-1%	6%	?	-9%	-9%	CCOc1ccc(N(CC(=O)NC2CCCCC2)S(=O)(=O)c2ccc(C)cc2)cc1	-15%	8%[57.1 µM]
43	-33%	-11%	0%	5%	1µM*	31%[activator]	4%	COc1cc(CN2CCN(c3cccc(C)c3C)CC2)cc(OC)c1O	?	-5%[57.1 µM]
44	42%[activator]	-3%	-8%	-16%	6%	10%	4%	Cc1ccc(C(=O)Cn2cccn2)cc1	19%	17%[57.1 µM]
45	14%	4%	3%	22%	-8%	6%	2%	C=CCc1cc(C(=O)N2CCCCC2)ccc1O	-8%	-3%
46	49%[activator]	2%	-3%	-7%	-10%	1%	-5%	Cc1ccccc1OCCn1ccnc1	-47%	-3%
47	32%	1%	9%	4%	-16%	6%	3%	Cc1ccc(Cn2cccc2C2=NC(C)(C)CO2)cc1	-20%	-14%
48	33%[activator]	i	9%	-16%	-13%	-6%	17%	CSc1cccc(NC(=O)C2CCCN2S(=O)(=O)c2ccc(Br)s2)c1 (stereo unspecified)	0%	6%
49	31%	6%	6%	-14%	1%	0%	-6%	Cn1nc(C(F)(F)F)c(-c2ccc(Br)cc2)c1NC(=O)CSCC(=O)O	0%	-5%
50	-2%	-5%	9%	-12%	-23%	0%	-5%	CC(Sc1nc2cc(Cl)ccc2s1)C(=O)Nc1ccc2c(c1)OCO2 (stereo unspecified)	-19%	-18%[57.1 µM]
